PriA SSB inh = blocks PriA binding to SSB C-terminal tail. AlphaScreen SSBct-PriA binding, biotinylated peptide. inhibition, % at 33 µM. 430,000 tested, 0.6% active. AID 1272365; in the data active means inhibition mostly above about 37%, no sharp cut-off; inactive means mostly below about 20%;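 further: plate controls were negative control peptide for no effect and reference peptide for full effect; strong numbers were not always called active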
* marks the source's active call; other numbers are inactive results; & = joins results of further samples. An excerpt (hit frequency here may not be typical).

SMILES	PriA SSB inh
O=C(C[C@@H]1C/C=C/C[C@H](NC(=O)OCC2c3ccccc3-c3ccccc32)C(=O)OC[C@H]2CCCN2C1=O)N[C@H](CO)Cc1ccccc1	-3.8
Cc1cc(C)cc(OCCNC(=O)COc2ccc(Cl)cc2Cl)c1	-8.0
O=C(CCc1csc(NC(=O)Nc2ccccc2)n1)NCCc1c[nH]c2ccccc12	21.0
CCOC(=O)c1scc(-c2ccccc2)c1S(=O)(=O)Nc1ccccc1OCC	-7.0
CC(=O)C1=C(C)Nc2ccccc2S1	-4.0
C#CCn1c(=NC(=O)c2cc(Cl)sc2Cl)sc2cc(S(C)(=O)=O)ccc21	3.0
O=C(NCc1ccc2c(c1)OCO2)c1ccc(-n2cncn2)nn1	0.0
Cn1nc(-c2cccc(NC(=O)c3ccccn3)c2)ccc1=O	-4.0
CC1=C(C(N)=O)[C@H](c2cccnc2)n2ncnc2N1	-3.0
Cc1cc(C)c2c(n1)nn1c(NCCC3=CCCCC3)cc(C)nc21	-8.0&-3.0
O=C(NCC1COC2(CCCC2)O1)c1ccc(Br)o1 (stereo not drawn)	3.0
C=CCNC(=O)CSc1nc(C)c(C)c(=O)[nH]1	-12.0

Continued (six carried over from the part before).
SMILES	PriA SSB inh
O=C(NCc1ccc2c(c1)OCO2)c1ccc(-n2cncn2)nn1	0.0
Cn1nc(-c2cccc(NC(=O)c3ccccn3)c2)ccc1=O	-4.0
CC1=C(C(N)=O)[C@H](c2cccnc2)n2ncnc2N1	-3.0
Cc1cc(C)c2c(n1)nn1c(NCCC3=CCCCC3)cc(C)nc21	-8.0&-3.0
O=C(NCC1COC2(CCCC2)O1)c1ccc(Br)o1 (stereo not drawn)	3.0
C=CCNC(=O)CSc1nc(C)c(C)c(=O)[nH]1	-12.0
O=C(CCCSc1ccc(NC(=O)C2CC2)nn1)Nc1ccccc1F	-8.0
O=C(ON=C1CCS(=O)(=O)c2sccc21)c1c(F)cccc1F	-10.2
COC(=O)c1ccccc1C(=O)N1CCC(n2ccnn2)CC1	-17.0
Cn1nc(CNC(=O)c2ccc(OC(F)(F)F)cc2)cc1-c1ccco1	-2.0
CCOc1ccc(N(C(C)C(=O)NN=C(C)C(C)(C)C)S(C)(=O)=O)cc1 (stereo not drawn)	-10.5
O=C(CNC(=O)c1ccc(Cl)cc1)NN=C/C=C/c1ccccc1	-14.7
O=C1OC2CC1N(C(=O)c1ccc(Cl)cc1)C2 (stereo not drawn)	-3.0
COc1ccc(C(=O)CSc2nc3ccccc3nc2C)cc1	-11.0&-5.0
CCON=C(C)c1c(O)c(CC)c(-c2ccccc2)n(-c2ccccc2)c1=O	7.3
CC(C)c1ccc(C(=O)O)c(=O)[nH]1	-20.0
O=C(CSc1nc(=O)n(CCN2CCOCC2)c2c1CCCC2)Nc1ccccc1C(F)(F)F	-9.0
CN(C)c1cccc(C(=O)N2CCC(CSc3nccn3C)CC2)c1	13.0
Cc1cccc(-c2nc3scc(CCN)n3n2)c1	-7.0
COc1cccc(C2C(=C(O)c3ccc4c(c3)OCCO4)C(=O)C(=O)N2CC2CCCO2)c1 (stereo not drawn)	1.8
O=C(NN=Cc1cccc(Br)c1)c1ccc(Br)cc1	-23.3
CCOc1ccccc1-c1nc(Cn2nnc(C(=O)Nc3cc(C)ccc3C)c2C)c(C)o1	-1.0
CC1(C)CC(=O)CC(=NNC(=O)COc2ccc3ccccc3c2Br)C1	8.1
NC(=O)NN=Cc1cc(Br)ccc1OC(=O)c1ccccc1	-0.9
CCN1CCCC1CNc1ncnc(N)c1[N+](=O)[O-] (stereo not drawn)	-2.0
CCC(=NNC(=O)c1cccnc1)c1ccc2c(c1)OCCO2	-10.2
CCOC(=O)c1scc(-c2ccc(C)cc2)c1S(=O)(=O)Nc1ccc(CC)cc1	-13.0
CCOc1ccc(C(=O)Nc2ccc3c(c2)OCC(C)(C)C(=O)N3)cc1OCC	19.0
COc1ccc(-c2cc(=O)[nH]c(SCc3nc(-c4cccc(OC)c4OC)no3)n2)cc1	2.0
Cc1ccccc1Cn1cnc2c(cnn2CCNC(=O)C(C)(C)C)c1=O	-6.0
CCS(=O)(=O)NCCCn1nc(-c2ccco2)ccc1=O	-17.0
O=C(CCc1csc(NC(=O)NC2CCCCC2)n1)NCc1cccs1	-4.0
COc1ccc(C(C)=NNC(=O)Cc2c(C)nc(C)[nH]c2=O)cc1	-15.1
CN1C(=O)C(C)(C)COc2cc(NC(=O)NC(c3ccccc3)c3ccccc3)ccc21	-5.0
Cc1nnc(NN=Cc2ccc(Br)cc2)n1N	-10.0
COc1cn(C)c(C(=O)NC(C)c2ccccc2)cc1=O (stereo not drawn)	1.0
COCCN(Cc1ccsc1)C(=O)CCc1ccccc1Br	28.0
C[C@@H](C(=O)NCc1cccs1)n1nc(-c2ccc(F)cc2)ccc1=O	-6.0
Cc1ccc(CN2CCN(N=C/C=C/c3ccccc3)CC2)cc1	13.6
CC(=NNS(=O)(=O)c1ccc([N+](=O)[O-])cc1)c1ccc2c(c1)OCO2	9.2
O=C(NCc1ccnc(-c2cccs2)c1)c1ccccc1C(F)(F)F	-26.0
CSc1cccc2sc(NC(=O)C3CCCN3S(C)(=O)=O)nc12 (stereo not drawn)	-2.0
O=C(Cn1c(=O)n(-c2ccc(F)cc2)c(=O)c2oc3ccccc3c21)NCC1CCCO1 (stereo not drawn)	-5.0
Cc1cc(C)c(C2=NON3N(C(=O)c4ccc(-c5ccccc5)cc4)c4ccccc4N23)c(C)c1	-4.0
C=CCN1C(=O)C(C)(C)COc2ccc(NS(=O)(=O)c3ccc4c(c3)OCCO4)cc21	12.0
O=S(=O)(NCCc1ccccc1)c1ccc(F)c(Cl)c1	-14.0
COc1ccc(OC)c(N2CC(C(=O)O)CC2=O)c1 (stereo not drawn)	-9.0
Cc1cc(C)c(S(=O)(=O)N=C2C=CC(=NS(=O)(=O)c3c(C)cc(C)cc3C)c3ccccc32)c(C)c1	-13.0
O=C(COc1ccccc1)N1CCN(c2ccc(-c3ccco3)nn2)CC1	-12.0
COc1ccc(C2CCN(C(=O)c3ccccc3Cl)C2)cc1 (stereo not drawn)	-1.0
Cc1ccsc1C=c1sc2ncnn2c1=O	3.9
Cc1ccc(CNC(=O)C(=O)NCCN2CCN(c3ccccc3)CC2)cc1	-7.0
O=C(Nc1nnc(Cc2ccc(Cl)s2)o1)c1ccc2c(c1)OCCO2	4.0
O=C(Cn1c(=O)n(Cc2ccc(C(=O)NCCc3ccc(Cl)cc3)cc2)c(=O)c2ccccc21)c1ccc(Br)cc1	-11.0
Cc1ccc(-c2csc3nnc(SCC(=O)Nc4ccc5c(c4)OCCO5)n23)cc1	3.0
COc1cccc(C(=O)NCCn2ncc3c(=O)n(Cc4ccc(Cl)cc4)cnc32)c1	14.0
COc1ccccc1/C=C/c1nc2ccccc2n1CCOc1ccccc1	-32.0
Clc1ccc(CON=C2CCCc3nonc32)cc1	-49.0
Cc1ccc(NC(=O)C(=O)NC2CCCCCC2)cc1N1CCCC1=O	13.0
CSC1CC2CCC(C1)N2C(=O)c1ccc(C(C)(C)C)cc1 (stereo not drawn)	7.0
CC(C)CS(=O)(=O)Nc1ccc2c(c1)N(C(=O)C1CCCC1)CC2	-4.0
COc1ccccc1C=NNC(=O)CNC(=O)c1ccc(S(=O)(=O)N2CCCC2)cc1	-9.5
Cc1ccccc1NC(=O)Nc1cnc(-n2nc(C)c(C)c2C)nc1	2.0
COC(=O)/C=C(\C(=O)OC)N1CCN(C(=S)c2cccc(Br)c2)CC1	0.0
COc1ccccc1CNC(=O)c1sc(Nc2cccc(C)n2)nc1C	0.0
Cc1cc(NC(=O)C(c2ccccc2)c2ccccc2)n(C)n1	9.0

Laid out differently: entries from further up.
SMILES: O=C1OC2CC1N(C(=O)c1ccc(Cl)cc1)C2 (stereo not drawn)
  PriA SSB inh = -3.0
SMILES: O=C(CNC(=O)c1ccc(Cl)cc1)NN=C/C=C/c1ccccc1
  PriA SSB inh = -14.7

Following part:
SMILES	PriA SSB inh
O=C(Nc1ccc2c(c1)OCCO2)C1CCCN(c2cc(C3CC3)ncn2)C1 (stereo not drawn)	14.0
NCc1ccc2[nH]c3ccccc3c2c1	-15.0
O=C(NN=Cc1ccc(Sc2nc3ccccc3[nH]2)o1)c1ccncc1	3.1
COc1ccc(C=NNc2nc(-c3cccc(S(=O)(=O)N4CCCC4)c3)cs2)cc1OC	-17.4
CC1(C)CC(=O)C/C(=N/NC(=O)c2ccncc2)C1	-7.0
COc1ccc(S(=O)(=O)NN=Cc2ccc3c(c2)OCO3)cc1	6.0
COc1ccc(C(CNC(=O)c2ccccc2Br)N2CCOCC2)cc1 (stereo not drawn)	-7.0
COc1ccc(C(=O)NCCc2csc(-c3ccc(Cl)cc3)n2)cc1	-1.0
COc1cc(NS(=O)(=O)c2ccc(NC(=O)CSc3nnc(CSc4nc(C)cc(C)n4)n3C)cc2)nc(OC)n1	-22.0
CNC(=O)CS(=O)(=O)C1CCN(C(=O)C2CC=CCC2)CC1 (stereo not drawn)	-1.0
CCOC(=O)c1c(C)[nH]c2ccc(C)cc2c1=O	-10.0
Cc1csc(C(=O)NCC2CCN(c3cnccn3)CC2)c1	4.0
O=S(=O)(NCCc1csc2nc(-c3cccs3)nn12)c1ccc(Cl)s1	0.0
O=C1CC(c2ccc(F)cc2)SC2=NCCCN12 (stereo not drawn)	-3.0
Cc1noc(C)c1CC(=O)NC1CCC(Oc2ncc(F)cn2)CC1 (stereo not drawn)	-1.0
CCN1C(=O)c2cccc3c(NC(=O)c4cc(C)no4)ccc1c23	-11.0
COC(=O)N1CCC(CNC(=O)NCCc2ccccc2)CC1	-6.0
CCN1C(=O)C(=c2sc3nc(=O)c(Cc4ccccc4)nn3c2=O)c2ccccc21	-14.4
O=C(Cc1noc2ccccc12)NCCc1ccncc1	-4.0
O=C(c1ccc(Br)cc1)c1ccc(N2CCCC2)c([N+](=O)[O-])c1	47.2
O=c1[nH]c(=S)n(C2CC2)c(O)c1C=NNc1ccccc1	1.5
O=c1ccc2nnc(-c3ccccc3)n2[nH]1	-8.0
CCCCOc1ccc(C(=O)Nc2ccc(-c3cn4ccsc4n3)cc2)cc1	1.0
COc1cc([N+](=O)[O-])cc(C=NNC(=O)CSc2ccccn2)c1O	-8.1
NC(=NOC(=O)CSc1ccccc1)c1ccncc1	-1.7
O=C1C2C3c4ccccc4C(c4ccccc43)C2C(=O)N1n1cnnc1 (stereo not drawn)	7.0
CC(O)(CNS(=O)(=O)Cc1ccccc1Cl)c1ccc(-c2ccccc2)cc1 (stereo not drawn)	-15.0
O=C(CCc1ccc(C(F)(F)F)cc1)N1CCC(c2ccc3c(c2)OCO3)C1 (stereo not drawn)	-40.0
CCC(=O)N1CCc2ccc(NS(=O)(=O)c3ccc(C(C)C)cc3)cc2C1	0.0
O=C1C[C@H](c2nc3ccccc3n2Cc2c(F)cccc2Cl)CN1Cc1ccccc1	-1.0
COCCNS(=O)(=O)CCNC(=O)c1ccc2c(c1)OCO2	-5.0
CCNC(=S)NN=Cc1cc(Br)cc(Br)c1OC	-0.8
Cc1n[nH]c(=O)c2nn(-c3cccc(C(F)(F)F)c3)c(C)c12	-5.0
O=C(COc1ccccc1F)Nc1ccc2c(c1)N(C(=O)C1CCCC1)CC2	2.0
Cc1cc(=O)[nH]c(-n2nc(C)c(CCC(=O)Nc3ccc(OC(F)(F)F)cc3)c2C)n1	-14.0
COc1ccccc1OCC#CCNC(=O)C(c1ccccc1)c1ccccc1	-11.0
COC(=O)CSc1nc(C)c(C)c(=O)[nH]1	2.0
COC(=O)c1ccc(C(=O)Nc2nnc(Cc3ccc(S(C)(=O)=O)cc3)o2)cc1	-6.0
CC(=O)Nc1ccc(SCCCC(=O)NCCN2CCOCC2)nn1	-5.0
O=C(COCC(=O)Nc1nc(-c2nc3ccccc3s2)cs1)Nc1nc(-c2nc3ccccc3s2)cs1	-13.0&9.0
Cc1csc(C(=O)N2CCC(N3CCCC3COCc3ccccc3)CC2)c1 (stereo not drawn)	-3.0
CCCOc1ccc(N2C(=O)CC(SC(N)=NN=C(C)c3cccs3)C2=O)cc1 (stereo not drawn)	2.4
O=C(CCc1c[nH]c2ccccc12)OCC(=O)c1ccc(Cl)c(Cl)c1	-16.0
Cc1ccc(CN2CCN(N=Cc3cccs3)CC2)cc1	30.9
Cn1nc(CNC(=O)C2(c3ccc(Cl)cc3)CCCC2)cc1C1CC1	1.0
CC(=NNC(=O)c1ccoc1C)c1ccc(NC(=O)C2CCCC2)cc1	-13.2
CCCCCOc1ccc(C(=O)Nc2c(C(=O)OCC)sc3ccccc23)cc1	-13.0
Cc1cccc(Cn2c(=O)n(Cc3cccs3)c(=O)c3ncccc32)c1	3.0
CSc1ccc(C=NNc2nc(C)cc(C)n2)cc1	4.5
O=C(c1ccc2nsnc2c1)N1CCN(c2cc3c(nn2)CCCC3)CC1	-23.0
COc1ccc(NC(=O)Cn2c(=O)n(CCCC(=O)NCc3ccc4c(c3)OCO4)c(=O)c3ccccc32)cc1Cl	-11.0
COc1ccc2oc(-c3csc(NC(=O)c4ccc(C#N)cc4)n3)cc2c1	2.0
O=C(NN=Cc1ccc[nH]1)c1ccccc1O	1.7
Cc1ccc(NC(=O)C(=O)NCc2cccnc2)cc1F	3.0
COc1ccc(C(=O)Cn2cnc3c(cnn3-c3cccc(Cl)c3)c2=O)cc1	-4.0
O=C(NC1CCS(=O)(=O)C1)c1ccc(Cl)c(S(=O)(=O)N2CCCCCC2)c1 (stereo not drawn)	-5.0
Cc1cc(CNS(=O)(=O)c2ccccc2Br)c(C)o1	8.0
O=C(Cc1csc(Nc2ccccc2)n1)N1CCN(C(=O)c2ccco2)CC1	0.0
O=C(Nc1nccs1)c1ccccc1NS(=O)(=O)c1ccc(F)cc1	-5.0

By substructure: the entries above containing a nitro group on carbon (four)
SMILES	PriA SSB inh
CCN1CCCC1CNc1ncnc(N)c1[N+](=O)[O-] (stereo not drawn)	-2.0
CC(=NNS(=O)(=O)c1ccc([N+](=O)[O-])cc1)c1ccc2c(c1)OCO2	9.2
O=C(c1ccc(Br)cc1)c1ccc(N2CCCC2)c([N+](=O)[O-])c1	47.2
COc1cc([N+](=O)[O-])cc(C=NNC(=O)CSc2ccccn2)c1O	-8.1

Bioassay records as filed in PubChem.
